From PubChem
SUMO HTRF inh: inhibitors of human SUMOylation (UBC9). P63279. HTRF SUMOylation assay, SAE1/SAE2 + UBC9, in vitro. inhibition, % at 35 µM. 290,000 tested, 0.36% active. AID 2006; in the data active = inhibition above about 50%, passing the limit was not always enough; also: strong numbers were not always called active
GalR3 antag: antagonists of human GalR3 | HEK293 GalR3-CNG cAMP membrane potential fluorescence; galR3 body fused to GalR1 C-terminus | 360,000 tested, 0.44% active | inhibition, % at 3 µM | AID 651719 | O60755;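 active = inhibition above the screen-wide average plus 3 SD, cut at about 13% in these data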;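 also: forskolin and galanin both at EC90 stimulate the cells; cAMP rise reported by CNG channel membrane potential dye signal; 0% = forskolin plus galanin with DMSO and 100% = forskolin alone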
CRFR2-BP antag: blocks CRF-induced signaling of the CRF-BP/CRF-R2 complex. HEK293 CRF-R2/CRF-BP, CRF-induced calcium fluorescence. inhibition, % at 11.8 µM. 350,000 tested, 0.59% active;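 active = inhibition of the ligand-induced calcium signal above about 50% at the single tested concentration, limit read from the data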
p-CIP stab down: compounds decreasing mouse p/CIP protein stability | F442A p/CIP-EGFP cells, EGFP fluorescence, 16 h | Q05BA5 | AID 1984 | decrease of EGFP signal, % at 10 µM | 290,000 tested, 0.01% active;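 active = EGFP signal decrease of at least 30% at 10 µM or well 3 SD below plate mean, unless failing retest; inactive = the rest, including hits failing retest or dose response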; also: some compounds called inactive have numbers as strong as hits; many of its hits are not listed in these tables
VIM-2 inh: inhibitors of Pseudomonas aeruginosa VIM-2 metallo-beta-lactamase | purified VIM-2, nitrocefin hydrolysis, epi-absorbance fluorescence | inhibition, % at 5.6 µM | 290,000 tested, 0.89% active;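 active = inhibition above the mean of all tested compounds plus 3 SD, cutoff set per screening run, cut at about 7.5% in these data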;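 also: red hydrolysis product quenches plate fluorescence so inhibitors raise well fluorescence; 0% = enzyme with DMSO and 100% = DMSO without enzyme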
IDE cell activ: activators of human insulin-degrading enzyme in cells; P14735; AID 493087; 340,000 tested, 0.073% active; HEK cells, FAbeta-B cleavage, fluorescence polarization; 0% vehicle, 100% cell-free pure enzyme wells; activation, % at 5.96 µM;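 active = activation above the mean of all tested compounds plus 3 SD, set per screening campaign, cut at about 17% in these data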
Target sequence (P14735 whole entry, looked up): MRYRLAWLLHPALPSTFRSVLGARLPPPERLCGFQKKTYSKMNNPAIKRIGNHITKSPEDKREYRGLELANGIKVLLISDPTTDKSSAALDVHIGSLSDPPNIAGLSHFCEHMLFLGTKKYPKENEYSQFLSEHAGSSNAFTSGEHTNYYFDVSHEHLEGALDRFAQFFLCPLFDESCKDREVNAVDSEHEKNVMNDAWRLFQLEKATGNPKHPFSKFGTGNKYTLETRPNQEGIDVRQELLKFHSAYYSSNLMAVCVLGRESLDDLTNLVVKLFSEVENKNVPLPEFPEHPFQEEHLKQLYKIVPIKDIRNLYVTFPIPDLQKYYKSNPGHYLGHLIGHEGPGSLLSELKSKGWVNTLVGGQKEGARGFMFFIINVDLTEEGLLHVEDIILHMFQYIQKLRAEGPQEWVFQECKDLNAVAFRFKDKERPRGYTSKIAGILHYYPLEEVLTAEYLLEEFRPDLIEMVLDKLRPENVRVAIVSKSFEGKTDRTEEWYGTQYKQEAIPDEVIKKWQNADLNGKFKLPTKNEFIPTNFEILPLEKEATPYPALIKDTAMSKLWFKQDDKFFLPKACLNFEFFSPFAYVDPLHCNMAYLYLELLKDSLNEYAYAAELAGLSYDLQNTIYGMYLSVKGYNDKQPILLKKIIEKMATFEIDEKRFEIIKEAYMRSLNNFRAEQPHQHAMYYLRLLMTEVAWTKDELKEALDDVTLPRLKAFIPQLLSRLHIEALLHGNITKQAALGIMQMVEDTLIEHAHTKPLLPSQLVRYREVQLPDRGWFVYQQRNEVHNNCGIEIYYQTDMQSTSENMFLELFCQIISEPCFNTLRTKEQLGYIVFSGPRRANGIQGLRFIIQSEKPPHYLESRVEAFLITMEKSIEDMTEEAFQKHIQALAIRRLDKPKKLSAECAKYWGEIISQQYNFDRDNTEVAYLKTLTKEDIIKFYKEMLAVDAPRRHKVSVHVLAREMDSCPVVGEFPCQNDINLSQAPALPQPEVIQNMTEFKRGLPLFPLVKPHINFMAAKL
HCV NS3 hel inh: inhibitors of Hepatitis C virus NS3 helicase. NS3 helicase DNA unwinding, Cy5 molecular beacon fluorescence. inhibition, % at 10.9 µM. 290,000 tested, 0.56% active. AID 1800;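 active = inhibition above the mean of all tested compounds plus 3 SD, set per campaign, cut at about 35% in these data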;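 also: 0% = DMSO wells and 100% = thioflavine S control wells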
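Assay system: hepatitis C virus NS3 helicase domain fragment enzyme. Also added: annealed dual-labelled DNA beacon duplex, ATP-started. Timing: 1 h reaction at 25 °C, ATP-initiated. Technique: Cy5 fluorescence at 0 and 60 min, beacon hairpin quenching. Evaluation: % inhibition of unwinding. Replication: one well per compound.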
IDE inh: inhibitors of human insulin-degrading enzyme in cells; HEK cells, FAbetaB cleavage, fluorescence polarization; 320,000 tested, 0.41% active; inhibition, % at 5.59 µM; P14735;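 active = percent inhibition above the average of all tested compounds plus 3 SD, set per screening campaign, cut at about 16% in these data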;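 also: IDE supplied by intact live HEK cells; FP after avidin binding of uncleaved biotin substrate so inhibition keeps polarization high; 0% = DMSO wells and 100% = 60 µM reference IDE inhibitor Ii1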
IMP-1 inh: blocks Pseudomonas aeruginosa IMP-1 metallo-beta-lactamase; inhibition, % at 5.6 µM; AID 1556; 290,000 tested, 0.45% active; purified IMP-1, nitrocefin hydrolysis, epi-absorbance fluorescence;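 active = inhibition above the mean plus 3 SD of all compounds in the same screening run, cut at about 4.5% in these data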;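 also: 0% = IMP-1 with DMSO and 100% = DMSO wells lacking enzyme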
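Assay system: purified IMP-1; Quantity: IMP-1 0.2 nM before substrate addition; Medium: HEPES buffer pH 7.1 with ZnSO4 and Brij 35; Incubation: 15 min enzyme–compound preincubation, then 25 min nitrocefin reaction, 25 °C; Signal: fluorescence quenching readout, ex 480/em 530 nm; Controls: DMSO with and without IMP-1; Repeats: singlicate testing.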
The depositor's hits bear a star; x = no result given; & = joins results of further samples. Random draw from the library, and some 3.2% of all compounds hit somewhere here.

item	SUMO HTRF inh	GalR3 antag	CRFR2-BP antag	p-CIP stab down	VIM-2 inh	IDE cell activ	HCV NS3 hel inh	IDE inh	IMP-1 inh	Molecule
1	4	1	5	-5	0.1	5	-14	-4	-2.5	Cc1cccc(OCC(=O)Nc2ccc3c4c(cccc24)CC3)c1C
2	-1	-1&1	1&-29	3	-1.9	3&4	2	-10	-3.2	Cn1c(=NC(=O)C2CCN(S(=O)(=O)c3cccs3)CC2)sc2ccccc21
3	2	-4	7	2	-0.8	2	-5	4	-2.5	COc1c(NC(C)=O)c2ccccc2c2ccccc12
4	2	1	9	1	-0.3	7	-6	-6	-0.7	CC1(C)CC(=O)C(C=NCCN2CCNC2=O)=C(O)C1
5	13	2	19	-7	-1.6	2	3	-3	-2.4	O=C1COc2ccc(C(=O)COC(=O)COc3ccccc3[N+](=O)[O-])cc2N1
6	-7	0	6	-12	-0.1	-1	-3	x	-1.9	CCC1CCC/C1=N\NC(=O)c1ccoc1C (centres undefined)
7	3	-9	-4	15	-2.5	-1	4	5	-3.4	CC1CCN(CC(=O)NNC(=O)c2cccc(Br)c2)CC1
8	19	-3	-3	0	-0.7	5	-5	3	-2.6	Cc1ccccc1NC(=O)CCC(=O)OCCCC(F)(F)C(F)(F)F
9	5	4	22	0	-2.2	-7	9	1	-0.5	CCOC(=O)c1c(NC(=O)C2CCCN(S(=O)(=O)c3ccc(C)cc3)C2)sc2c1CCCC2 (centres undefined)
10	6	3	6	-3	-0.1	-4	2	-2	-2.8	CC(C)(C)NC(=O)/C=N/O
11	0	3	-3	-9	-2.3	7	-3	-7	-2.7	C=CCn1c(N)cc(=O)nc1SCC(=O)Nc1ccccc1C(N)=O
12	21	-2	6	-7	-3.0	-7	-3	6	-2.0	CC(=O)Nc1sc(N/N=C/c2ccccc2)nc1-c1ccc(C)cc1
13	x	-5	9	x	x	3	x	0	x	Cc1ccccc1NC(=O)COC(=O)c1ccc2nc(C)c(C)nc2c1
14	11	5	2	2	-1.1	6	9	x	-2.5	O=C(NNC1=NCCCCC1)Nc1cccc(Cl)c1
15	10	-7	20	16	-1.7	-1	1	1	-0.3	CC(C)CN(CC(C)C)S(=O)(=O)N1CCC(C(=O)NCc2ccccn2)CC1
16	2	-2	-19	-12	-0.2	-1	-1	1	-1.0	COc1cccc(NC(=O)CSc2nc(N)cc(N)n2)c1
17	6	-11	13	1	0.0	2	6	1	-0.2	CC(=O)Nc1ccc(NC(=O)c2cc(-c3cc(C)c(C)cc3O)n[nH]2)cc1
18	17	x	25	-4	-1.4	-7	12	-3	-4.1	CCOc1ccc(CCNC(=O)Cn2ncn3nc(-c4ccc(OC)cc4)cc3c2=O)cc1
19	-3	-2	-1	4	1.3	2	-9	9	0.2	Cc1ccc(NC(=S)N(CCN2CCOCC2)Cc2ccccc2F)cc1
20	x	-3	-4	x	x	1	x	3	x	CC1CN(C(=O)CCNC(=O)c2ccc(Br)cc2)CC(C)O1 (centres undefined)
21	-12	-3	6	-8	-0.9	4	-2	-1	-2.0	O=C1c2ccc3c4c(ccc(c24)C(=O)N1c1cccc(O)c1)C(=O)N(c1cccc(O)c1)C3=O
22	-12	-8	90*	8	-2.2	10	-3	-3	-4.7	COc1ccc(/C=C2\CCc3ccccc3C2=O)c(OC)c1OC
23	13	2	10	-3	-2.0	2	-15	-1	-3.1	CN(C)C(CNC(=O)c1oc2ccccc2c1CSc1ncn[nH]1)c1ccco1 (centres undefined)
24	-5	1	5	0	-3.1	0	10	2	0.3	O=C(Nc1cccnc1Cl)c1ccc(Cl)c([N+](=O)[O-])c1
25	-32	-7	-8	7	-2.0	6	2	-1	-2.4	CCOC(=O)c1ccc(COC(=O)CCc2nc(-c3ccccc3)c(-c3ccccc3)o2)cc1
26	-6	-1	20	4	-6.2	1	-3	2	-6.2	OC(c1ccc(Cl)cc1Cl)C(Cc1cccnc1)n1cncn1 (centres undefined)
27	16	-4	-19	12	-1.3	-2	7	-6	-1.7	CCCc1nc2oc3c(NCC4CCCO4)ncnc3c2c2c1COC(C)(C)C2 (centres undefined)
28	7	0	-8	-14	1.9	-1	10	2	-0.5	O=C(COc1ccccc1)Nc1ccc(S(=O)(=O)N2CCCC2)cc1
29	17	-3	-20	-14	-2.1	x	-7	6	-0.8	COC(=O)C12CCC(C)(c3nc4ccccc4nc31)C2(C)C (centres undefined)
30	2	0	-14	-8	4.2	2	-1	3	-4.3	CC(C)(C)C(=O)Nc1ccc(Oc2ccc3c(c2)C(=O)N(c2ccc(O)cc2)C3=O)cc1
31	-21	-3	-18	-11	-3.8	-1	9	-6	-6.0	CC1CCC(NC(=O)C2c3ccccc3C(=O)N2CCCN2CCOCC2)CC1 (centres undefined)
32	3	-8	2	-15	-1.8	1	-6	0	0.5	CCOCC(=O)Nc1cc(Cl)ccc1C
33	11	3	-3	-7	-2.3	-5	3	4	-5.3	O=C(CN1C(=O)C2CC=CCC2C1=O)Nc1ccc(-c2nnc3n2CCCCC3)cc1 (centres undefined)
34	3	-4	-73	-13	-0.8	-1	-14	5	-2.4	N=c1n(CCN2CCCCC2)c2ccccc2n1CC(O)c1ccc(Cl)c(Cl)c1 (centres undefined)
35	12	-2	13	1	-3.6	0	-9	-2	-2.9	Cc1ccc(S(=O)(=O)CCC(=O)OCC(=O)N2CCN(S(=O)(=O)c3ccc(Cl)cc3)CC2)cc1
36	-21	-7	-12	-10	-2.3	-2	-23	0	-3.0	O=S1(=O)CCOC[C@H](CC2CCCCC2)N1Cc1cccc(Cl)c1
37	9	-1	18	5	-0.5	9	11	2	-3.3	O=C(CSc1ncccn1)NCc1ccccc1
38	-13	-4	0	-12	-2.0	-1	-1	-2	0.4	COc1cc(C(=O)Nc2cc(C)ccn2)cc(OC)c1OC
39	14	0	3	-11	-0.4	3	8	-1	-3.2	COc1ccc(/C=C2/SC(=O)N(CC(=O)NCCC(C)C)C2=O)cc1OC
40	8	-8	-2	-8	0.2	x	2	7	-0.1	COCCCn1c(C)cc(C(=O)COC(=O)CCc2nc3ccccc3c(=O)[nH]2)c1C
41	4	x	x	-12	-1.7	x	-32	7	-3.5	O=C(/C=C/c1cn(CC(O)CN2CCOCC2)c2ccccc12)c1cccs1 (centres undefined)
42	-13	2	-5	1	-2.9	-5	2	5	-1.9	O=C(c1ccco1)N1CCN(S(=O)(=O)c2ccc(Cl)s2)CC1
43	22	4	-15	3	-3.9	6	-3	2	-3.3	Cc1nn(-c2ccccc2)c2c1C(c1cccnc1)N1C=C(S(=O)(=O)N3CCCCC3)C=CC1=N2 (centres undefined)
44	-11	-4	-4	-3	-0.1	1	-10	4	-2.4	CC1(C)CC(=O)C2=C(C1)Oc1ncn(CCCn3ccnc3)c(=N)c1C2c1ccccc1 (centres undefined)
45	x	0	0	x	x	0	x	-2	x	Cc1ccc(NC(=O)C(c2ccccc2)N2CCN(C(=O)c3ccco3)CC2)cc1 (centres undefined)
46	15	-4	6	-7	-2.2	7	-3	3	-3.9	O=C(NC(C(=O)c1ccccc1)n1ccc(=O)[nH]c1=O)c1ccccc1 (centres undefined)
47	9	-1	-2	-5	-2.4	3	6	9	-2.7	COc1ccc(C2C(C(=O)c3cccs3)=C(O)C(=O)N2c2cccc(C)n2)cc1OC (centres undefined)
48	-1	-7	5	14	-0.5	6	1	-2	-5.1	Cc1cc(C)c(NN=c2c(=O)c3ccccc3c2=O)c(C)c1
49	x	-7	-12	x	x	3	x	-2	x	CCOC(=O)c1sc(NC(=O)CN2C(=O)NC3(CCC(C)CC3)C2=O)c(C(=O)OCC)c1C (centres undefined)
50	-6	-3	-2	8	0.5	-4	2	0	-5.0	NC(=O)c1oc2ccc(Cl)cc2c1N

Molecules above with fluorine (2):
item	SUMO HTRF inh	GalR3 antag	CRFR2-BP antag	p-CIP stab down	VIM-2 inh	IDE cell activ	HCV NS3 hel inh	IDE inh	IMP-1 inh	Molecule
8	19	-3	-3	0	-0.7	5	-5	3	-2.6	Cc1ccccc1NC(=O)CCC(=O)OCCCC(F)(F)C(F)(F)F
19	-3	-2	-1	4	1.3	2	-9	9	0.2	Cc1ccc(NC(=S)N(CCN2CCOCC2)Cc2ccccc2F)cc1

New compounds follow:
item	SUMO HTRF inh	GalR3 antag	CRFR2-BP antag	p-CIP stab down	VIM-2 inh	IDE cell activ	HCV NS3 hel inh	IDE inh	IMP-1 inh	Molecule
51	11	-10	-1	9	2.5	4	-9	2	-2.6	COc1ccccc1C(=O)N1N=C(c2ccc(NS(C)(=O)=O)cc2)CC1c1cccs1 (centres undefined)
52	-1	-4	-34	-6	-5.9	3	-7	-2	-0.4	Cc1n[nH]c(C)c1C(=O)CC1(O)C(=O)N(Cc2ccccc2)c2ccc(Br)cc21 (centres undefined)
53	-8	-4	-5	8	-0.2	0	1	-3	-1.9	Cc1ccc(Sc2ncccc2COC(=O)NC(C)C)cc1
54	6	-2	4	7	-2.9	2	29	-4	-1.0	Cc1ccc(-n2nc(C)c3c2OC(N)=C(C#N)C3c2ccc(F)cc2)cc1 (centres undefined)
55	3	-9	-28	11	-0.3	-4	-7	6	-1.4	COc1ccc(-n2c(C)c(C)c3c(N)ncnc32)cc1
56	14	-8	2	-23	-6.7	3	8	-1	-5.5	COC(=O)Nc1ccc(S(=O)(=O)NCCCCCC(=O)O)cc1
57	4	-5	-15	-12	-4.2	1	-4	-1	-2.6	CC1OC2C(OC1C)N(S(C)(=O)=O)CCN2S(C)(=O)=O (centres undefined)

Compound profiles, from the list above. Order of values: SUMO HTRF inh, GalR3 antag, CRFR2-BP antag, p-CIP stab down, VIM-2 inh, IDE cell activ, HCV NS3 hel inh, IDE inh, IMP-1 inh
COc1ccccc1C(=O)N1N=C(c2ccc(NS(C)(=O)=O)cc2)CC1c1cccs1 (centres undefined) is entered as 11, -10, -1, 9, 2.5, 4, -9, 2, -2.6
Cc1n[nH]c(C)c1C(=O)CC1(O)C(=O)N(Cc2ccccc2)c2ccc(Br)cc21 (centres undefined) is entered as -1, -4, -34, -6, -5.9, 3, -7, -2, -0.4
COc1ccc(-n2c(C)c(C)c3c(N)ncnc32)cc1 is entered as 3, -9, -28, 11, -0.3, -4, -7, 6, -1.4
CC1OC2C(OC1C)N(S(C)(=O)=O)CCN2S(C)(=O)=O (centres undefined) is entered as 4, -5, -15, -12, -4.2, 1, -4, -1, -2.6

Results in sequence from the entries so far.
VIM-2 inh, compounds 51–54, in order: 2.5, -5.9, -0.2, -2.9
IMP-1 inh, compounds 51–54, in order: -2.6, -0.4, -1.9, -1.0
